# From PubChem BioAssay
# GSK3B inh – human GSK3beta kinase inhibitors, primary screen, biochemical, cell-free homogeneous, HTS | Glycogen synthase kinase-3 beta (Homo sapiens), P49841 | activity score (negative = inhibition), % at 10 µM | GST-GSK3beta kinase, ADP-Glo luminescence, 60 min; stronger effect = lower value | 300,000 tested, 0.038% active;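 active = more than half of replicate wells score below -50%, meaning over 50% inhibition versus plate controls; inconclusive = some replicates but at most half score below -50%; inactive = no replicate scores below -50%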;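 note: 0% = median DMSO wells and -100% = median GW8510 positive control wells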
#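 Assay system: GST-fused GSK3beta enzyme, cell-free / Medium: Tris pH 7.5 buffer with MgCl2, DTT, BSA, heparin / Also added: peptide substrate plus 25 µM ATP (final) / Compound: 10 µM single point / Timing: kinase reaction with compound 60 min at room temperature / Detection: ADP-Glo luminescence / Benchmarks: DMSO neutral wells and GW8510 at 20 µM as positive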
# HDAC3 inhib – HDAC3 deacetylase inhibitors, primary screen, biochemical, fluorescence, cell-free homogeneous; Histone deacetylase 3 (Homo sapiens), O15379; recombinant HDAC3, fluorogenic peptide/trypsin coupled; inhibition, % at 8.3 µM; 320,000 tested, 0.15% active; AID 2718, 2010; in the data active = inhibition above about 26%, passing the limit was not always enough; inconclusive = no clear call, values can overlap the other calls
# Target sequence (O15379 whole entry, looked up): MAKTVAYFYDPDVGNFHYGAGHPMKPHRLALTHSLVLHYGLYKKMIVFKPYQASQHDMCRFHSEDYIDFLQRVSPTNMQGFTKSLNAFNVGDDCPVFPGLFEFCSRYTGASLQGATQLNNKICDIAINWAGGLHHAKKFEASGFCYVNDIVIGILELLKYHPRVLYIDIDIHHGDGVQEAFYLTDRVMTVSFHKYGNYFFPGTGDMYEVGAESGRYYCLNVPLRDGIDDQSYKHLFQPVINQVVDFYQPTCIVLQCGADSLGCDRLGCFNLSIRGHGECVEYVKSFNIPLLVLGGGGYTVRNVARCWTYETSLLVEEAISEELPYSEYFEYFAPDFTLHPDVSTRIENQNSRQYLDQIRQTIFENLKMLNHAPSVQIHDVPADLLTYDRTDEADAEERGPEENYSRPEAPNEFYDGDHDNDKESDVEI
# HSF-1 act – HSF-1 activators, primary screen, NIH3T3-HGL cells, MG132 stress, luminescence, single point; 300,000 tested, 1.7% active; activation, % at 9 µM; NIH3T3-HGL HSF-1 luciferase reporter, 8 h; 100% = twice DMSO control signal; AID 504408, 2011;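 active = mean replicate activation of at least 50% with a set share of replicates each reaching 50%; inconclusive = only one of those two conditions met; inactive = mean below 50% and too few replicates reaching it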;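 note: 0% = median of the neutral control wells and 100% = twice that signal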
# AI-2 QS mod – Vibrio harveyi AI-2 quorum sensing modulators, primary screen, JMH597 strain, luminescence/OD600 ratio | 300,000 tested, 0.4% active | Vibrio harveyi JMH597 AI-2 luminescence/OD600 ratio, 9 h; stronger effect = lower value; strain lacks LuxN and CqsS sensors; 0 = neutral-control median | activity change, % at 7.5 µM | AID 2094, 2009; in the data active = activity change below about -75%, passing the limit was not always enough; inconclusive = no clear call, values can overlap the other calls;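 note: luminescence divided by OD600 gain over 9 h not by final OD600 alone; inactives centre near 13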
# HSP90 inh – HSP90 inhibitors, primary screen, cell lysate, luminescence. Heat shock protein HSP 90 (rabbit reticulocyte lysate; luciferase refolding). Rabbit reticulocyte lysate, luciferase refolding luminescence, 3 h. 290,000 tested, 0.91% active. inhibition, % at 5.6 µM;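 active = inhibition above the screen-wide mean plus 3 SD, computed separately per campaign, cut at about 16% in these data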;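 note: 0% = DMSO wells and 100% = 60 µM geldanamycin wells; inhibitors lower the luminescence because luciferase stays unfolded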
# Platelet DG rel – inhibitors of platelet dense granule secretion, primary screen, cell-based, MLPCN, human platelets; inhibition, %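 (compounds screened at 7.5 µM in platelet-rich plasma)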; 300,000 tested, 0.22% active; human platelet-rich plasma, SFLLRN dense granule ATP release, luminescence;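 active = mean replicate score, as percent of positive control, at or above 50; inconclusive = mean below 50 but at least one replicate at or above 50; inactive = mean and every replicate below 50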
# PolyA inhibitor – polyadenylation inhibitors in yeast reporter cells, primary screen, luminescence, S. cerevisiae; calls only at 12 µM; AID 1875, 2009; S. cerevisiae SKY197-pL101 polyadenylation reporter, beta-gal luminescence; efflux-impaired pdr1/pdr3 knockout yeast; score 100 = 6 SD above DMSO; 300,000 tested, 0.02% active;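 active = lowest replicate activity score at least 50, where 100 means six control SD above control mean; inconclusive = lowest score under 50 but half or more replicates reach 50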;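 note: yeast exposed to compound for 9 h at 30 °C; higher score means more reporter readthrough which indicates perturbed polyadenylation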
# DYRK1A inh – rat Dyrk1A kinase inhibitors, primary screen, biochemical, single point, plate reader; ADP-Glo luminescence, NFATc1 peptide; inhibition, % at 12.5 µM; 310,000 tested, 0.43% active; AID 504441, 2011; in the data active = inhibition above about 50%;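 note: plate controls were vehicle with enzyme for no effect and no enzyme for full effect; many of its hits are not listed in these tables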
# GSK3A inh – blockers of GSK3A enzyme activity – biochemical, luminescence, cell-free homogeneous, HTS, primary screen; AID 2650, 2010; Glycogen synthase kinase-3 alpha (Homo sapiens), P49840; inhibition, % at 10 µM; GSK-3 alpha kinase, ADP-Glo luminescence, 60 min; 320,000 tested, 0.1% active;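 in the data active = inhibition above about 50%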;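 note: GST-tagged GSK-3 alpha with peptide substrate and 25 µM ATP; 0% = DMSO neutral wells and 100% = GW8510 positive control wells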
# Target sequence (P49840 whole entry, looked up): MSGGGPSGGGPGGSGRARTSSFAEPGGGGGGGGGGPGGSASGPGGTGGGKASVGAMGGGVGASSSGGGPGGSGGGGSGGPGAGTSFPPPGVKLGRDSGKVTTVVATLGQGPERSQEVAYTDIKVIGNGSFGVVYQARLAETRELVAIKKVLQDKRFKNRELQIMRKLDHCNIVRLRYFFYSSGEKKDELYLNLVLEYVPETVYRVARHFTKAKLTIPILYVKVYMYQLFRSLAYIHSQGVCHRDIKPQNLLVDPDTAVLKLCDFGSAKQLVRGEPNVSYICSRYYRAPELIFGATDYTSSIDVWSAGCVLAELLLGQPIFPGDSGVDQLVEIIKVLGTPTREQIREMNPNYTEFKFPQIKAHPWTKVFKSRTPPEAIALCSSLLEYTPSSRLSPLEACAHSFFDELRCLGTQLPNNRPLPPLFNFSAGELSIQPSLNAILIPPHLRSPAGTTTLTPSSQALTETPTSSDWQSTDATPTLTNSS
# HSF1 inh – HSF1 inhibitors in luciferase reporter cells, primary screen, cell-based, NIH3T3, luminescence. NIH3T3-HGL HSE-luciferase, MG132-induced, luminescence 8 h; stronger effect = lower value. AID 2098, 2009. 300,000 tested, 0.77% active. activity change, negative = inhibition, % at 7.5 µM (by protocol);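 active = more than half of replicate wells show activity change below -50%, luminescence cut by over half; inconclusive = some wells, but at most half, below -50%; inactive = no replicate well below -50%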;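 note: luciferase reports HSF-1 transcriptional activity via heat shock element; 0% = median of DMSO wells and -100% = zero luminescence signal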
# Numbers without * were called inactive; i = inactive; ? = inconclusive; · = no result given. Only part of the results is shown. The share of hits here may be higher or lower than overall.
compound,GSK3B inh,HDAC3 inhib,HSF-1 act,AI-2 QS mod,HSP90 inh,Platelet DG rel,PolyA inhibitor,DYRK1A inh,GSK3A inh,HSF1 inh
CCC1CN(C(=O)Nc2cccc(C)c2)c2cc(C)ccc2O1 (centres undefined),1,3,-18,23,0,-5,i,2,-2,-7
O=C(C1CCCN(Cc2cccc(Cl)c2)C1)N1CCCCC1 (centres undefined),1,-4,-5,26,0,8,i,7,-3,-2
COc1cccc(OC)c1C(=O)Nc1ccc(N2CCN(C(=O)c3cccs3)CC2)cc1,0,1,-8,15,1,-7,i,7,-2,2
O=[N+]([O-])c1ccc(S(=O)(=O)Nc2cccc(-c3ccc(N4CCCC4)nn3)c2)cc1,-4,1,-8,25,·,-7,i,4,-1,6
COC(=O)c1c(NC(=O)CSc2nncs2)sc2c1CCCCC2,5,-4,17,25,6,7,i,-1,0,9
CCOC(=O)CNC(=O)CSc1nnc(-c2ccco2)n1N,0,3,32,-3,5,4,i,-2,0,10
COc1ccc(CNC(=O)C2CC(=O)N(C3CCCCC3)C2)cc1 (centres undefined),2,-7,4,4,0,-4,i,-10,1,-7
S=C(NCCC(c1ccccc1)c1ccccc1)Nc1ccc(Cl)cc1,-1,-1,54*,17,3,-3,i,1,-2,41
O=C(CCCCCNC(=O)c1ccccc1)N/N=C/c1ccc(F)cc1,-2,?,-2,22,-2,3,i,-4,0,-8
Cc1ccc(N(CC(=O)NCCSCc2ccco2)S(=O)(=O)c2ccc(F)cc2)cc1,-1,7,8,12,5,10,i,-1,-3,11
CC(C)(C)c1ccc(NC(=O)c2c(F)cccc2Cl)cc1,3,5,25,-23,-2,1,i,1,1,14
CC1CCCCC1NC(=O)CN1CCC(O)(c2ccc3c(c2)OCO3)CC1 (centres undefined),·,-1,-12,·,-3,3,i,·,-3,-3
CCOC(=O)c1nnc(-c2cccs2)nc1Oc1ccccc1C(=O)OC,0,1,-20,30,2,1,i,3,1,-1
CC(C)c1ccc(S(=O)(=O)N2CCN(C(=O)CN3C(=O)NC4(CCCC4)C3=O)CC2)cc1,-1,6,3,-8,6,11,i,3,-1,-2
Cc1cc(F)ccc1NC(=O)C1CSC2(C)CCC(=O)N12 (centres undefined),4,2,-13,38,·,-13,i,10,-2,-3
Cn1c(=O)c2c(SCC(=O)c3ccccc3)nc(C3CC3)nc2n(C)c1=O,-2,-6,-7,-1,-2,26,i,-6,-2,-12
CCNC(=S)Nc1cccc(F)c1C,-7,8,-11,5,-2,0,i,-2,0,-1
Cc1ccc(NC(=O)NC2CCCCCCC2)c(C)c1,3,-4,·,23,1,·,·,-2,·,·
COCCCNS(=O)(=O)c1ccc(C)cc1,7,6,24,3,-4,-2,i,-6,-3,-7
Cc1cc(C)c2sc(NC(=O)C3CC3)nc2c1,0,0,47,-4,1,-1,i,7,2,19
CN(C)c1cc(-c2ccc(Cl)cc2)oc(=O)c1Cl,0,-4,17,20,2,-4,i,-10,1,-1
CCN(CC)CCN(C)C(=O)CCc1nnc(-c2ccc(C)s2)o1,0,3,6,10,-2,-7,i,-6,-1,1
CCOC(=O)C1CCCN(S(=O)(=O)c2c(C(=O)N3CCCCC3)c(C)n(C)c2C)C1 (centres undefined),2,-3,-11,7,0,-17,i,1,0,-6
COCCCN1C(=O)/C(=C\c2cccs2)C(C(=O)OC)=C1C,0,-1,-8,42,4,-2,i,-4,-1,-5
CCN(CC(F)(F)C(F)F)S(=O)(=O)c1ccc(NC(=O)OC)cc1,0,0,-17,22,2,4,i,-1,-4,-5
O=C(Cc1cc(=O)[nH]c(=O)[nH]1)N1CCC(Cc2ccccc2)CC1,3,1,3,11,-4,9,i,3,1,1
Cc1cccc(-[n+]2c(-c3cccc(Br)c3)[nH]c3nc4ccccc4nc32)c1,-5,3,-4,9,2,-6,i,·,-3,3
COc1ccc(C)cc1NC(=O)C(NCC(O)c1ccccc1)c1ccccc1 (centres undefined),2,5,19,17,2,9,i,1,-2,7
O=C(COC(=O)c1cccs1)c1ccc2c(c1)OCCO2,2,5,-60,18,7,22,i,13,13,-52*
O=S(=O)(Nc1ccncc1)c1ccc(Cl)cc1,2,-1,-77,27,-2,2,i,2,0,-71*
O=C(CSc1nc(-c2ccccc2)cs1)NCc1ccco1,1,-2,26,13,1,?,i,-4,0,8
Cc1ccc(NC(=O)/C(=C\c2cccc([N+](=O)[O-])c2)NC(=O)c2cccs2)cc1,0,-4,-4,12,-5,9,i,-6,4,-7
CCCn1nnnc1COc1ccc(C(N)=O)cc1,-2,7,-4,5,3,22,i,-3,-2,7
COc1cc(OC)c(C2=NOC(C(=O)Nc3ccc4c(c3)OCO4)C2)cc1Cl (centres undefined),-6,-7,-8,10,-1,1,i,-4,0,2
CN1CC(=O)N(C)c2ncn(Cc3ccccc3)c2C1=O,5,-8,11,17,0,-12,i,8,2,-3
Cc1ccc2c(c1)cc(CN(Cc1cccs1)C(=O)c1ccco1)c1nnnn12,0,-1,15,29,-1,-2,i,-2,-4,11
COCCn1cc(C(=O)NCCCN2CCC(C)CC2)c2c3ccccc3n(C)c2c1=O,0,-2,-5,22,-2,-1,i,-2,-2,-9
COc1ccc(/C=C(\NC(=O)c2ccc(OC)c(OC)c2)C(=O)NCCc2c[nH]c3ccccc23)cc1,-2,12,-6,11,-3,2,i,8,-2,-6
C=CCn1c(-c2ccc(OC)cc2)csc1=Nc1c(C)n(C)n(-c2ccccc2)c1=O,0,3,4,25,-6,1,i,-1,-1,4
COc1ccc(NC(=S)NCCc2ccc(S(N)(=O)=O)cc2)c(OC)c1,-1,1,-13,20,1,-3,i,-5,-11,5
Cc1ccc(/C=C/C(=O)N2CCN(S(=O)(=O)c3c(C)c(C)cc(C)c3C)CC2)o1,2,-1,29,5,4,10,i,-1,-1,2
CC1Cc2nc(SCC(=O)NCc3ccccc3)n(Cc3ccccc3)c(=O)c2S1 (centres undefined),-2,5,-11,45,-3,5,i,5,5,8
COc1cc(CO)cc(-c2cc(CO)cc(OC)c2OC)c1OC,-2,1,-6,31,0,3,·,-3,0,1
O=C(NCc1cccnc1)C1CCCN(S(=O)(=O)c2ccc(Br)cc2)C1 (centres undefined),-2,-1,-2,16,0,3,i,5,2,6
COc1ccc(CN2[C@@H](CC(=O)O)c3ccc(C(F)(F)F)cc3S2(=O)=O)cc1,-3,1,-6,2,·,-5,i,·,3,2
COc1cc(C2C(C#N)=C(N)Oc3c2oc(CO)cc3=O)cc(OC)c1OC (centres undefined),-1,2,0,33,-1,-3,i,6,-1,6
CN(C)C(/C=C/Nc1ccc(C#N)cc1)=C(C#N)C#N,0,5,26,13,0,0,i,-2,13,1
COc1ccc2[nH]c(C(=O)O)c(CCN3C(=O)c4ccc(C(=O)O)cc4C3=O)c2c1,-2,1,-16,-8,0,-4,i,30,2,-9
Cc1ccc(C(=O)CCc2ccc(N)cc2)cc1,1,8,36,-5,-3,6,i,-2,-2,1
Cn1c(=O)c2ccccc2n(CC(=O)N2CCCc3ccccc32)c1=O,0,0,0,3,2,-20,i,-2,10,-1
CCCCOc1ccc(C(=O)N=c2sccn2C)cc1OC,0,2,12,30,1,8,i,4,-1,5
O=C(c1ccc(Cl)c(Cl)c1)N1CCN(Cc2ccc3c(c2)OCO3)CC1,2,8,6,16,-2,0,i,0,2,6
OCCNCCCCOc1ccc(F)cc1,-2,-2,27,44,-5,-8,i,-1,-2,3
COc1ccc(-n2cc(-c3ccccc3)[nH]c2=S)c(OC)c1,-2,-3,28,18,4,-1,i,-1,-1,14
O=C(CN1CCCCC1)c1c[nH]c2ccccc12,-2,-2,8,25,-4,-1,i,-1,0,-8
Nn1c(SCC(=O)N2CCCCC2)nnc1-c1ccncc1,-2,-7,-2,25,-1,5,i,0,0,-4
COc1ccc(-c2nc(CS(=O)CC(=O)N3CCOCC3)c(C)o2)cc1OC (centres undefined),·,-3,-17,34,2,-2,i,-5,1,-3
COc1ccc(OCCCC(=O)OCC(=O)c2ccc3c(c2)NC(=O)CO3)cc1,1,10,-15,12,·,15,i,7,-1,-6
COc1ccccc1C(=O)N/N=C(\C)CC(=O)Nc1ccc(Nc2ccccc2)cc1,1,3,8,-3,-2,2,i,3,-1,6
CCCSc1nc2ccsc2c(=O)n1CC,0,5,3,14,-3,-1,i,4,-1,-6

# Continuation:
compound,GSK3B inh,HDAC3 inhib,HSF-1 act,AI-2 QS mod,HSP90 inh,Platelet DG rel,PolyA inhibitor,DYRK1A inh,GSK3A inh,HSF1 inh
O=C(O)CCNC(=O)c1cncc(Br)c1,2,0,-6,18,2,-5,i,·,-2,-10
CCCc1cc(=O)[nH]c(SCC(=O)Nc2cccc3ccccc23)n1,-2,-1,11,11,4,-3,i,-2,-1,-6
COCC(=O)Nc1ccc(C)c(Cl)c1,0,·,2,13,3,1,i,3,-1,-3
COc1ccc(NC(=O)CSc2nc(C3CC3)nc3ccccc23)c(OC)c1,-4,1,49,8,2,8,i,-3,0,25
Cc1ccc(S(=O)(=O)NC(=O)c2cc(C)n(-c3ccccc3)c2C)cc1,-1,1,-6,13,3,7,i,-5,-9,-1
Cc1ccc(C(=O)NCCC(=O)NCc2cc(=O)n(C)c(=O)n2C)cc1,0,-2,-2,17,2,10,i,-3,-3,-6
CC(C)[C@@H](CO)NC(=O)c1ccc2c3n(nc2c1)-c1ccccc1CO3,-6,-2,-41,6,·,75*,i,20,9,-29
CCCCNC(=O)O[C@@H]1C[C@@H]2CCN3C(=O)CCC[C@H]([C@H]1CC)[C@H]23,0,6,-3,6,7,5,i,-1,-3,2
COC(=O)COc1ccc2c(=O)c(Oc3ccccc3)c(C)oc2c1,0,-3,3,7,-3,7,i,4,-2,3
Cc1cccc(-n2c(C)nc3c(cnn3-c3ccc(F)cc3)c2=O)c1,4,5,23,-1,2,-2,i,-6,0,12
Cc1c(NS(=O)(=O)c2cccc3nsnc23)c(=O)n(-c2ccccc2)n1C,-2,-4,15,0,2,-16,i,4,-5,-4
Cc1ccccc1-n1nnnc1SCC(N)=O,0,2,-13,-5,2,-8,i,1,0,-8
